cln2 rad14: NCI yeast anticancer drug screen, S. cerevisiae cln2 rad14 strain; growth inhibition, % at 50 µM; 78,000 compounds, 8.3% hits; AID 165;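 note: 0% = growth of vehicle-only cultures of the same strain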
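Each compound was tested on cln2 rad14 yeast. Inhibition of growth was calculated against vehicle-exposed controls.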
yeast bub3: NCI yeast anticancer drug screen, S. cerevisiae bub3 mutant strain; AID 167; 78,000 compounds, 9.9% hits; % growth inhibition at 50 µM;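 note: 0% = growth of vehicle-only cultures of the same strain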
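Part of a panel of yeast mutants defective in DNA damage repair or cell cycle regulation. Each strain is grown with compound, and inhibition is calculated relative to solvent-treated cultures.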
yeast mlh1 rad18: NCI yeast anticancer drug screen, S. cerevisiae mlh1 rad18 strain; % growth inhibition at 50 µM; 79,000 compounds, 11% hits;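 note: 0% = growth of vehicle-only cultures of the same strain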
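Vehicle-treated cultures served as the reference for growth inhibition in a yeast strain carrying DNA damage repair alterations exposed to each compound.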
yeast rad50: NCI yeast anticancer drug screen, S. cerevisiae rad50 strain; growth inhibition, % at 50 µM; 79,000 compounds, 10% hits; AID 155;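 note: 0% = growth of vehicle-only cultures of the same strain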
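Yeast carrying a defined DNA repair defect were exposed to test compounds, and growth was compared with vehicle-treated controls to give percent inhibition.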
yeast sgs1 mgt1: NCI yeast anticancer drug screen, S. cerevisiae sgs1 mgt1 strain; % growth inhibition at 50 µM; 78,000 compounds, 10% hits;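 note: 0% = growth of vehicle-only cultures of the same strain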
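Compounds are added to genetically altered yeast, and growth is compared with cultures given vehicle alone to give percent inhibition.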
yeast mec2-1: NCI yeast anticancer drug screen, S. cerevisiae mec2-1 strain; growth inhibition, % at 50 µM; 79,000 compounds, 9% hits; AID 157;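 note: 0% = growth of vehicle-only cultures of the same strain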
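Readout is yeast growth inhibition, normalised to vehicle-treated controls, in the mec2-1 strain exposed to compound.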
Numbers without * were called inactive; . = no result given; & = joins results of further samples; ! = a repeat was not active. Cut-off read from the data, not from the text of the source: active = growth inhibition above about 70%; inactive = the rest. Compounds as they come. About 14% of those tested had a hit in this group.

SMILES | cln2 rad14 | yeast bub3 | yeast mlh1 rad18 | yeast rad50 | yeast sgs1 mgt1 | yeast mec2-1
O=[N+]([O-])c1ccc(/C=C/[P+](c2ccccc2)(c2ccccc2)c2ccccc2)o1 | 83* | 96* | 94* | 94* | 90* | 97*
CN(C)C1=NC(N(C)C)=C2C=CC=C12 | 72* | 82* | 87* | 66 | 33 | 44
O=[N+]([O-])C1CCCCC1O (centres undefined) | 13 | 4 | 4 | -6 | -8 | 4
CCCCCCCCCCCCCCCCOc1ccc(OC)cc1C(=O)NNC(=S)SC | 9 | 34 | 21 | 15 | 25 | 0
c1ccc(C2c3ccccc3-c3ccccc3C2(c2ccccc2)c2ccccc2)cc1 (centres undefined) | 29 | -3 | 2 | 11 | 15 | -9
Cc1ccc(C(O)c2nnc(C(O)c3ccc(C)cc3)nn2)cc1 (centres undefined) | 16&9 | 21&19 | 40&19 | 34&11 | 71*! | 29&12
NC(N)=NS(=O)(=O)c1ccc(Nc2c3ccccc3nc3c(C(=O)Nc4ccc(S(N)(=O)=O)cc4)cccc23)cc1 | -12 | -16 | -25 | -17 | -39 | -10
Nc1ncnc2c1ccn2C1OC2COP(=O)(O)OC2C1O (centres undefined) | 8 | -18 | -15 | -13 | -7 | -31
CC(=O)C(Cc1cccc([N+](=O)[O-])c1)Cc1cccc([N+](=O)[O-])c1 | -38 | 16 | -9 | -4 | -7 | -8
COc1ccc(/C=C2/N=C(N/N=C\C(O)C(O)C(O)C(O)CO)NC2=O)cc1 (centres undefined) | 9&0 | 11&-4 | 12&17 | 31&32 | 10&6 | 17&15
CCOc1cccc(/C=N/N=C2\C(=O)Nc3c(Cl)cc(Cl)cc32)c1O | 41 | 34 | 83* | 22 | 40 | 16
N#CCCN(c1ccc(C=Nc2ccccc2)cc1)S(=O)(=O)c1ccccc1 | 20 | -17 | -15 | -19 | -30 | -15
O=c1ccc(=O)c2c(=O)c3cc4[nH]c5ccccc5[nH]c4cc3c(=O)c12 | 2 | -6 | 5 | 2 | 1 | -7
Cc1cc([N+](=O)[O-])c(NCCOC(=O)c2ccc([N+](=O)[O-])cc2)c([N+](=O)[O-])c1 | -69 | 3 | -11 | -24 | -11 | -7
CCOC(=O)C(C(=O)OCC)C(C)C | -40 | 10 | -29 | -8 | 19 | 7
O=C(COc1ccc2c(=O)cc(-c3ccccc3)oc2c1)N1CCN(c2ccccc2)CC1 | 1 | -7 | 2 | 2 | 24 | -8
CS(=O)(=O)CC(=O)c1ccc(O)cc1O | -43 | -13 | -7 | 5 | -1 | 4
CN1C(=S)C(=N)OC1c1ccc(Cl)cc1Cl (centres undefined) | -24 | 10 | 11 | -22 | 0 | -7
CCOC(=O)c1nc(SC)sc1NC(=O)c1ccc(OC)cc1 | 6 | 18 | -5 | 13 | 13 | -7
CCOC(=O)N1N=C(c2ccccc2)OC2(N3CCOCC3)CCC(C(C)(C)C)CC12 (centres undefined) | 5 | -3 | -2 | 13 | 5 | 5
O=C1CC(c2ccccc2)C(c2ccccc2)C1 (centres undefined) | 4 | -24 | 0 | 6 | 4 | 0
CCOC(=O)C(OC1OC(C(=O)OC)C(OC(C)=O)C(OC(C)=O)C1OC(C)=O)c1ccccc1 (centres undefined) | -30&0 | -18&-7 | -36&-33 | -21&-10 | -12&-13 | -8&-6
N#Cc1ccc(Nc2cnc3ccc(N)cc3n2)cc1 | -25 | -25 | -54 | -41 | -44 | -38
CC[N+](CC)(CCO)CCCCCCCCCC[N+](CC)(CC)CCO | -15 | -1 | 9 | 30 | 11 | -4
C=CCOc1ccc2c(C)cc(=O)oc2c1C | 1 | -8 | 20 | 4 | -16 | -3
CCN(CC)Cc1cc(Nc2c3ccccc3nc3c2[nH]c2ccccc23)ccc1O | -3 | -5 | 33 | 82* | 3 | 9
Cn1cnc([N+](=O)[O-])c1Sc1nc2cc(Cl)c(F)cc2[nH]1 | 8 | -25 | -29 | -36 | -32 | -28
COc1cccc(C(=O)CCN(C)C)c1 | 12 | 18 | 28 | 33 | -3 | 0
Clc1ccc(OCCBr)cc1 | 20 | 4 | 26 | 39 | 29 | 28
O=C(O)CCO/N=C1/Oc2ccc(Cl)cc2C1=O | 14 | 17 | 16 | 19 | 17 | -12

A stretch taken from the entries so far, for reference:
SMILES | cln2 rad14 | yeast bub3 | yeast mlh1 rad18 | yeast rad50 | yeast sgs1 mgt1 | yeast mec2-1
CCN(CC)Cc1cc(Nc2c3ccccc3nc3c2[nH]c2ccccc23)ccc1O | -3 | -5 | 33 | 82* | 3 | 9
Cn1cnc([N+](=O)[O-])c1Sc1nc2cc(Cl)c(F)cc2[nH]1 | 8 | -25 | -29 | -36 | -32 | -28
COc1cccc(C(=O)CCN(C)C)c1 | 12 | 18 | 28 | 33 | -3 | 0
Clc1ccc(OCCBr)cc1 | 20 | 4 | 26 | 39 | 29 | 28
O=C(O)CCO/N=C1/Oc2ccc(Cl)cc2C1=O | 14 | 17 | 16 | 19 | 17 | -12

(list continues)
SMILES | cln2 rad14 | yeast bub3 | yeast mlh1 rad18 | yeast rad50 | yeast sgs1 mgt1 | yeast mec2-1
CCCCCN(CCCCC)CC(O)c1cc2ccccc2c2ccccc12 (centres undefined) | 99* | 99* | 99* | 99* | 99* | 99*
CCn1c2c(c3ccccc3c1=O)C(=O)c1ccccc1-2 | 13 | -4 | -49 | 12 | 17 | 4
CCOC(=O)Nc1n[nH]nc1Cl | -21 | -20 | -13 | -22 | 25 | -10
Cc1cccc(CN(C)C)c1C=C(c1ccccc1)c1ccccc1 | 0 | 9 | 33 | 12 | 11 | -1
CC(=O)NC(Cc1ccc(F)cc1)C(=O)O (centres undefined) | -20 | -28 | -18 | -2 | -18 | -8
CC(C)(C)[Si](C)(C)CC#C[Si](C)(C)C | 0 | 44 | -22 | 51 | 54 | 41
NNC(=O)c1c(O)ccc2ccccc12 | 20 | -4 | 13 | 19 | 23 | -28
COc1ccccc1NC(=O)NCCCCCCNC(=O)Nc1ccccc1OC | -40 | 1 | 13 | -26 | 2 | -3
COc1cc2c(cc1OC)C1CC(O)(c3nccc4cc(OC)c(OC)cc34)CCN1CC2 (centres undefined) | 11 | -1 | -14 | 21 | -4 | -2
Nc1ccc(S(=O)(=O)c2ccc(NCC(=O)O)cc2)cc1 | 2 | 9 | 20 | 53 | 39 | 8
c1ccc(CN2CCCCC(Sc3ccccc3)CC2)cc1 (centres undefined) | 90* | 90* | 91* | 90* | 92* | 94*
CCOC(=O)C1(Cc2ccc(C)cc2)Cc2ccc(C)cc2C1=O (centres undefined) | -3 | 43 | -4 | 25 | 23 | -14
CN(C)c1ccc(/C=C/c2ccnc3ccc(Br)cc23)cc1 | 15 | 8 | 9 | 27 | 27 | 15
COc1ccc(C2=NOC(c3ccc(OC)cc3)C2)cc1 (centres undefined) | -14 | 6 | 10 | -7 | -7 | -18
Cc1cc(N(CCC#N)CCC#N)ccc1N=Nc1ccc([N+](=O)[O-])cc1 | 13 | -15 | -29 | -24 | 3 | -15
C/C(CC(=O)NCCc1ccccc1)=N\NC(=O)C[n+]1ccccc1 | 9 | -16 | -40 | -6 | -26 | -25
NNC(=O)COc1ccc(Br)cc1Br | 26 | 4 | -1 | 33 | -5 | 4
CCOC(=O)c1cn[nH]c1N | 5 | -5 | 4 | 11 | -5 | -5
Cc1ccc(Nc2ccc(Nc3ccc(C)cc3)c3c2C(=O)c2cc(Cl)c(Cl)cc2C3=O)cc1 | 1 | -6 | -5 | -13 | -9 | -18
C/C=C/C(=O)OCCCCCCCCCCCCCCCCCC | 8 | 16 | 21 | 14 | 12 | -24
Cc1cc(Cl)ccc1NC(=O)C(=O)Cc1occc(=O)c1O | 9 | -9 | -20 | 0 | -4 | -8
COc1c(CCl)cc(-c2cc(=O)c3ccccc3s2)cc1CCl | -18 | 3 | -10 | -9 | 4 | -16
COC(=O)c1ccccc1NC(=O)Cc1ccccc1 | -6 | 37 | -16 | 0 | 16 | -27
CON | -13 | 0 | -12 | -16 | 2 | -5
CCOC(=O)C(C(=O)OCC)=S1c2ccccc2Sc2ccccc21 | -40 | 1 | -2 | -9 | 0 | 0
Cc1cc(O)c(NCCN(C)C)c2c(=O)c3ccccc3sc12 | 98* | 98* | 99* | 98* | 99* | 99*
BrCCC1CCCCCC1 | 6 | -4 | 1 | 9 | 6 | -5
CCOc1ccc2ccc3ccccc3c2c1NC(C)=O | 32 | 4 | 6 | 10 | 12 | 2
O=C(NNC(=O)c1ccc(F)cc1)c1ccc(F)cc1 | 7 | -8 | -15 | -34 | -2 | -35
N#Cc1nc(CCN2C(=O)c3ccccc3C2=O)oc1N | 15 | 15 | -27 | 8 | 31 | -8
CCOC(=O)NC(=O)c1cn(CCN2CCN(C(=O)CCCCCCCCCCNc3ncnc4c3ncn4C3OC(CO)C(O)C3O)CC2)c(=O)[nH]c1=O (centres undefined) | -10 | -4 | 21 | 28 | 15 | 41
CCOC(=O)C(C)Oc1ccc(Cl)cc1 (centres undefined) | -44 | -6 | 2 | -8 | -13 | -15
CSc1ccc2c(cc1=O)[C@@H](NC(=O)c1ccc(N)cc1)CCc1cc(O)c(O)c(O)c1-2 | 15&57 | 41&25 | 36&57 | 25&43 | 34&62 | 25&61
C=CC(=O)OCCCN(CCCC)CCCC | -44 | -18 | -7 | -12 | -20 | -24
NC(=S)N/N=C1/CCCC/C1=N/O | 0 | 25 | -6 | 46 | 36 | 33
C/C(=N\Nc1ccc([N+](=O)[O-])cn1)c1ccccn1 | 6 | 12 | -1 | 31 | 25 | -10
CC(=O)Nc1ccc(C=NCCCCCCN=Cc2ccc(NC(C)=O)cc2)cc1 | -23 | 1 | -4 | 4 | -8 | 1
O=c1oc(-c2cccc(C(Cl)Cl)c2)ns1 | 69 | 98* | 99* | 98* | 99* | 99*
CCOC(=O)C(C(=O)OCC)c1cnc2ccccc2c1Cl | -40 | -4 | 3 | -1 | 7 | -9
Fc1cccc(CSC(=S)Nc2ccc(Cl)c(C(F)(F)F)c2)c1 | 99* | 99* | 99* | 99* | 100* | 99*
CSc1ccc(/C=N\C(=N)SN)cc1C | 3 | 6 | -3 | -2 | 0 | 12
c1ccc(CCc2ccccc2)cc1 | 8 | 2 | -44 | -1 | -4 | 12
C=C1CC(CC(=O)C(C)CC2CC(=C)C(=O)O2)OC1=O (centres undefined) | 8 | 24 | 26 | 14 | 15 | -31
NC(=S)n1nc(-c2ccccc2)c(N=Nc2cccc([N+](=O)[O-])c2)c1-c1ccccc1 | 20 | 0 | 11 | 33 | 31 | 8
CCOc1cc2c(cc1C(C)c1ccc(OC)c(C)c1)OCO2 (centres undefined) | 74* | 26 | 6 | 11 | -2 | 6
COC(=O)C(C(=O)c1ccccc1)c1ccccc1 (centres undefined) | 6 | 8 | 39 | 31 | 10 | 17
CC1=C(C)CC2C(=O)C(C(O)CC(C)C)=CC(=O)C2C1 (centres undefined) | 96* | 98* | 99* | 98* | 99* | 98*
N#Cc1c2c(c(N3CCOCC3)n3c1nc1ccccc13)CCCC2 | 19 | -20 | -12 | 26 | 0 | 18
C1=NCCCN1 | 6&9 | 3&18 | 19&22 | 21&19 | 21&13 | -23&-8
Cc1cccn(C(=O)C(=O)n2cccc(C)c2=N)c1=N | 45 | 16 | -2 | 7 | 4 | -2
Nc1cncnc1N | 16 | -19 | 26 | 36 | 32 | 7
C=CCOC(=O)Cn1cnc2c(N)ncnc21 | 0 | 10 | -11 | -18 | -8 | -7
NC(=O)C(N)CCCC1NC(=S)N(c2ccccc2)C1=O (centres undefined) | 27 | 12 | 2 | 4 | -17 | 9
Nc1ccc(I)c(Cl)c1 | . | . | 32 | 20 | . | 16
COc1cc(C)cc(OC)c1/C=C/C(=O)O | -14 | 2 | 2 | 8 | -9 | 11
COc1ccc2nc3cccc([N+](=O)[O-])c3c(NCCN(C)C)c2c1 | 83* | 82* | 80* | 80* | 85* | 88*
NNC(=O)c1ccc(Cl)c(Cl)c1 | 3 | -16 | -24 | -1 | -1 | -13
COc1ccc(N=Nc2c(-c3ccccc3)nn(C(=S)SC)c2-c2ccccc2)cc1 | 22 | 17 | 26 | -34 | 15 | 15
CC/C(=N\NC(N)=O)C(c1ccccc1)c1ccccc1 | 5 | 14 | 19 | 13 | 16 | 20

One compound at a time (already shown).
CCOC(=O)C(C(=O)OCC)C(C)C is listed with cln2 rad14: -40; yeast bub3: 10; yeast mlh1 rad18: -29; yeast rad50: -8; yeast sgs1 mgt1: 19; yeast mec2-1: 7
CCCCCCCCCCCCCCCCOc1ccc(OC)cc1C(=O)NNC(=S)SC is listed with cln2 rad14: 9; yeast bub3: 34; yeast mlh1 rad18: 21; yeast rad50: 15; yeast sgs1 mgt1: 25; yeast mec2-1: 0

High-throughput results as filed in PubChem BioAssay.
